# Assay outcomes: PubChem, Sanford-Burnham Center for Chemical Genomics
# APOBEC3A inh = inhibitors of human APOBEC3A DNA deaminase; AID 493011; 330,000 compounds, 0.41% hits; P31941; inhibition, % at 20 µM; recombinant A3A, FAM/TAMRA ssDNA deamination fluorescence;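 active = at least 40% inhibition at 20 µM here, with at most 30% in a related deaminase screen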;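 also: plate controls were A3A with DMSO for no effect and wells lacking A3A enzyme for full effect; some results filed as inactive read as strong as hits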
# Target sequence (P31941 whole entry, looked up): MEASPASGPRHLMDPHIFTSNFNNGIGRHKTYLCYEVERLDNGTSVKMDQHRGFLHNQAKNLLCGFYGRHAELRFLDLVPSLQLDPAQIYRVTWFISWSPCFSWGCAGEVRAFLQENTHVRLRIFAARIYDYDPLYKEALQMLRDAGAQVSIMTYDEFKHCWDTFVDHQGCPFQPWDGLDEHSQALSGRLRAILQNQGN
# hIAP block = human IAP inhibition; P09923; purified IAP, CDP-Star luminescence, 30 min; inhibition, % at 10 µM; 330,000 compounds, 0.12% hits; AID 2544;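 active = inhibition reaching a set limit with compound at 10 µM in the primary screen, cut at about 35% in these data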;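 also: plate controls were DMSO wells with enzyme for no effect and no-enzyme buffer wells for full effect; values of inactives mirror those of a sister screen read the other way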
# mIAP activ = increases mouse intestinal alkaline phosphatase activity; 330,000 compounds, 0.24% hits; muIAP, CDP-Star luminescence, 30 min; stronger effect = higher value; 1 = vehicle-only enzyme signal, 0 = enzyme-free wells; activation factor at 10 µM;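 active = activation factor of at least 2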; also: the source names both 10 and 20 µM as test concentration; values of inactives mirror those of a sister screen read the other way
#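 System: mouse IAP enzyme. Reagent: CDP-Star chemiluminescent phosphatase substrate. Benchmarks: DMSO wells, no-enzyme wells. Times: 30 min enzyme-substrate-compound incubation at room temperature. Detection: luminescence from enzymatic CDP-Star hydrolysis. Doses: test compounds delivered from DMSO solution.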
# tim10-1 inh = growth inhibitors of tim10-1 mutant yeast. 330,000 compounds, 2.2% hits. S. cerevisiae tim10-1 ts strain growth, BacTiter-Glo, 24 h. inhibition, % at 20 µM;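 active = inhibition of at least 40%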;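 also: mutant grown at 25 °C; 0% = DMSO wells with yeast and 100% = wells holding no yeast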
# mIAP inh = blocks mouse intestinal alkaline phosphatase. purified mouse IAP, CDP-Star luminescence, 30 min. inhibition, % at 10 µM. 330,000 compounds, 0.2% hits. AID 2806;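 active = inhibition of at least 40% at 10 µM in the primary screen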;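 also: plate controls were DMSO with enzyme for no effect and no enzyme wells for full effect; values of inactives mirror those of a sister screen read the other way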
# TIM10 inh = inhibits growth of TIM10 yeast strain. S. cerevisiae TIM10 strain growth, BacTiter-Glo luminescence, 24 h. inhibition, % at 10 µM. 330,000 compounds, 1.4% hits;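 active = inhibition of 40% or more at the single tested concentration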;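 also: wild-type TIM10 isogenic control strain grown at permissive 25 °C; 0% = DMSO yeast wells and 100% = minimal medium wells without yeast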
# MIN6 prolif = inducers of beta-cell replication in MIN6 cells; proliferation, % at 10 µM; MIN6 cells proliferation, ATPlite luminescence, 48 h; cells starved in 0.2% serum; 100% = growth in 10% serum; 330,000 compounds, 0.29% hits; AID 2380;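 active = compounds whose signal lies at least 3.5 SD above the mean of all wells on their plate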;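 also: 0% = DMSO-treated cells in low-serum medium and 100% = 10% serum control; some compounds called inactive have numbers as strong as hits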
# A3G deaminase = blocks human APOBEC3G single-stranded DNA deamination. recombinant A3G, ssDNA deamination FAM/TAMRA fluorescence. Q9HC16. 330,000 compounds, 0.28% hits. inhibition, % at 20 µM;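 active = inhibition of at least 40% at 20 µM, with no more than 30% in the related APOBEC3A deaminase screen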;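 also: plate controls were DMSO wells with A3G for no effect and wells lacking A3G enzyme for full effect; some compounds called inactive have numbers as strong as hits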
# Target sequence (Q9HC16 whole entry, looked up): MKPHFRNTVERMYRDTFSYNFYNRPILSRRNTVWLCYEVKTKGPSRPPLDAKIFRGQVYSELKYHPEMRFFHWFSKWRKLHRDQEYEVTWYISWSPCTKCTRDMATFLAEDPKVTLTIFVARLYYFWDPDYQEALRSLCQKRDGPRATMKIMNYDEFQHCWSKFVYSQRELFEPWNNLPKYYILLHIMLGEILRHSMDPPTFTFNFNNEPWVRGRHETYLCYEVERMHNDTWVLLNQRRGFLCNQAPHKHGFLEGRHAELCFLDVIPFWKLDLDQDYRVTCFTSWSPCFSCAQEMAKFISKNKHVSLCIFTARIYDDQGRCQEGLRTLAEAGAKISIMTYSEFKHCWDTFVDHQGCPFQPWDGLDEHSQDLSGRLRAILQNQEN
# NLRP3 yeast inh = blocks the NALP3 inflammasome reconstituted in yeast; Yeast reconstituted NLRP3/ASC/caspase-1, beta-gal luminescence, 24 h; 330,000 compounds, 0.39% hits; inhibition, % at 10 µM; AID 2825;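 active = inhibition of 50% or more; inactive = inhibition below 50%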;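 also: plate controls were induced DMSO wells for no effect and uninduced yeast grown without galactose for full effect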
# The depositor's hits bear a star.
SMILES,APOBEC3A inh,hIAP block,mIAP activ,tim10-1 inh,mIAP inh,TIM10 inh,MIN6 prolif,A3G deaminase,NLRP3 yeast inh
Cc1ccc(S(=O)(=O)N2CCOCC2)cc1NC(=O)CSc1nnnn1C,-3,-3,1,7,-4,-20,-3,-3,11
CC1CN(CCOc2ccc(F)cc2)CC(C)O1 (stereo not given),-6,19,1,6,-2,-3,0,-11,11
COc1ccc(/C=N/NC(=O)c2cccnc2)cc1Cn1nc([N+](=O)[O-])c(Br)c1C,-1,0,0.88,5,12,-2,-1,-5,5
CN(C)N=Nc1ccc(S(=O)(=O)NC(=O)Cc2ccccc2)cc1,0,-13,1,13,0,1,-1,-2,3
CCC(C)(C(=O)NC1CCCC1)N(CC1CCCO1)C(=O)CNC(=O)c1ccccc1 (stereo not given),-2,24,1,8,-4,0,1,-2,10
CCC(C)[C@H](NC(=O)N1CCCC1)C(=O)OC (stereo not given in full),-3,-19,0.99,9,1,0,-2,-6,17
COc1ccc(C(=O)C2CCN(CC(=O)NCc3ccccc3)CC2)cc1,-4,3,0.95,4,5,-17,4,-3,15
O=C(CSc1cccs1)NCCc1ccccc1,7,3,0.98,14,2,8,-1,1,13
CCOc1ccc(OCc2ccc(C(=O)NN=Cc3ccc[nH]3)cc2)cc1,0,-2,0.82,1,18,6,-5,-3,26
Cc1ccc(OCC(O)CN2CCC(Cc3ccccc3)CC2)c(C)c1 (stereo not given),-6,-16,0.93,-28,7,-66,-4,-3,26
CCCCNC(=S)N(CCN(CC)CC)Cc1cc2cc3c(cc2[nH]c1=O)OCCO3,-1,0,0.94,10,6,4,0,8,25
COc1ccc(Cl)cc1NC(=O)CN(C)C1CCCCC1,-1,-11,0.99,14,1,24,-1,-2,-7
Clc1ccc(Cn2cccc2C2=NCCO2)cc1,-1,-4,1.1,11,-9,16,2,-5,-33
CC1CCC(C(C)C)C(OCC[N+](C)(C)C)C1 (stereo not given),26,7,0.97,11,3,4,0,30,8
CCOc1cccc(N2C(=O)CC(n3cnc4ccccc43)C2=O)c1 (stereo not given),-1,10,1,7,-5,5,0,-1,11

# Compound profiles, from the list above. Values in the order: APOBEC3A inh	hIAP block	mIAP activ	tim10-1 inh	mIAP inh	TIM10 inh	MIN6 prolif	A3G deaminase	NLRP3 yeast inh
# Listed for `CC1CCC(C(C)C)C(OCC[N+](C)(C)C)C1` (stereo not given) = 26	7	0.97	11	3	4	0	30	8
# Listed for `CCOc1ccc(OCc2ccc(C(=O)NN=Cc3ccc[nH]3)cc2)cc1` = 0	-2	0.82	1	18	6	-5	-3	26

# Additional entries follow:
SMILES,APOBEC3A inh,hIAP block,mIAP activ,tim10-1 inh,mIAP inh,TIM10 inh,MIN6 prolif,A3G deaminase,NLRP3 yeast inh
COc1ccc(N=C2C(=Nc3ccc(OC)cc3)N(c3ccc(OC)cc3)C(=S)N2C(=O)c2ccc(OC)cc2)cc1,-5,10,0.8,22,20,9,-3,-12,6
Cc1ccc(C)c(N2CCN(C(=S)NC3CCCCC3)CC2)c1,0,-2,1.1,-1,-6,-15,-3,-6,16
CC/C(C)=N/Nc1nc(-c2cc3cccc(OC)c3oc2=O)cs1,1,-8,0.83,3,17,-1,-2,0,7
O=S(=O)(c1cccc(-c2nnco2)c1)N1CCOCC1,4,-4,0.91,18,10,2,-2,-2,3
Nc1c(C(=O)NC23CC4CC(CC(C4)C2)C3)sc2nc3c(c(C(F)(F)F)c12)CCC3,3,13,0.85,21,15,-7,-2,1,10
Cc1cc(C(=O)Nc2cccnc2)on1,-2,4,1.1,-10,-9,-30,-3,-8,10
CC1(C)Cc2c(C#N)c(NCCN3CCOCC3)nc(-c3ccccc3)c2CO1,1,-6,0.9,-34,10,-9,0,-5,15
COC(=O)c1ccc(CSc2nc(N3CCOCC3)c3c(c2C#N)CC(C)(C)OC3)o1,0,13,0.98,34,2,36,-1,-3,22
CCOC(=O)C1CCCN(C(=O)CNC(=O)Cn2ccc3ccccc3c2=O)C1 (stereo not given),0,-1,1,6,-2,6,0,1,4
CCOc1cc(/C=C2/C(=N)N3C(=NC2=O)SN=C3S(C)(=O)=O)ccc1OC(=O)c1ccco1,-3,-57,0.9,28,10,22,1,-1,-1
CCN(CC)S(=O)(=O)c1ccc(C(=O)C(C#N)c2ccccn2)cc1 (stereo not given),-3,-46,1,8,-3,-9,-2,-2,3
Cc1cc(C(=O)NNC(=O)c2ccc(Cl)cc2Cl)c(C)o1,-2,-7,0.99,-3,1,-3,-4,-10,11

# Structures above that have four or more nitrogen atoms:
SMILES,APOBEC3A inh,hIAP block,mIAP activ,tim10-1 inh,mIAP inh,TIM10 inh,MIN6 prolif,A3G deaminase,NLRP3 yeast inh
Cc1ccc(S(=O)(=O)N2CCOCC2)cc1NC(=O)CSc1nnnn1C,-3,-3,1,7,-4,-20,-3,-3,11
COc1ccc(/C=N/NC(=O)c2cccnc2)cc1Cn1nc([N+](=O)[O-])c(Br)c1C,-1,0,0.88,5,12,-2,-1,-5,5
CN(C)N=Nc1ccc(S(=O)(=O)NC(=O)Cc2ccccc2)cc1,0,-13,1,13,0,1,-1,-2,3
CCCCNC(=S)N(CCN(CC)CC)Cc1cc2cc3c(cc2[nH]c1=O)OCCO3,-1,0,0.94,10,6,4,0,8,25
COc1ccc(N=C2C(=Nc3ccc(OC)cc3)N(c3ccc(OC)cc3)C(=S)N2C(=O)c2ccc(OC)cc2)cc1,-5,10,0.8,22,20,9,-3,-12,6
CC1(C)Cc2c(C#N)c(NCCN3CCOCC3)nc(-c3ccccc3)c2CO1,1,-6,0.9,-34,10,-9,0,-5,15
CCOc1cc(/C=C2/C(=N)N3C(=NC2=O)SN=C3S(C)(=O)=O)ccc1OC(=O)c1ccco1,-3,-57,0.9,28,10,22,1,-1,-1
